Screening data (PubChem BioAssay)
Pf apPOL inh – Pf-apPOL inhibitors, biochemical, fluorescence; hit rate 0.25% among 210,000; Recombinant Pf-apPOL, molecular beacon fluorescence, 1.5 h; Plasmodium falciparum apicoplast DNA polymerase (apPOL); inhibition, % at 10 µM
mHTT-CaM PPI inh – mutant huntingtin-calmodulin interaction inhibitors – biochemical, AlphaScreen, primary screen; P42858; AlphaScreen His-mHTT/GST-CaM binding, luminescence; inhibition, % at 15 µM; hit rate 3.6% among 190,000; AID 1671202, 2021;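 note: 0% = both proteins with DMSO and 100% = one protein alone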
The depositor's hits bear a star; i = inactive; . = no result given; & = joins results of further samples. Cut-off read from the data, not from the text of the source: active = inhibition above about 50%; inactive = the rest. Only part of the results is shown; count on the stated rates, not on these rows.

SMILES	Pf apPOL inh	mHTT-CaM PPI inh
O=C(NCC(F)(F)F)C1CCN(C(=O)c2cc(-c3cccs3)[nH]n2)CC1	2	-4
Cc1ccc(OCC(=O)O/N=C(\N)c2ccccc2)c(Br)c1	-3	i
CN(C)C(=O)Cc1ccc(NS(=O)(=O)c2ccc(F)cc2F)cc1	3	-8
CCN1C(=O)c2cccnc2Sc2cc(C(=O)N3CCOCC3)ccc21	1	0
O=C(c1cc(C2CC2)on1)N1CCCC1	2	-1
CC(C)NC(=O)c1ccc(OCC2CCCN(C(=O)c3ccco3)C2)cc1 (centres undefined)	-3	10
COc1cccc(NC(=O)c2ccc3c(c2)CCCC3)c1	2	-28
Cc1cccc(-c2ccc(C(=O)Nc3ccccc3)cn2)c1	3	-11
CCc1ccccc1NC(=O)c1cc2c(CO)cnc(C)c2oc1=N	-6	3
CCOC(=O)c1oc2c(CN3CCCC(C)C3)c(O)ccc2c(=O)c1-c1ccc(OC)cc1 (centres undefined)	-3	5
CCCC(=O)Nc1ccccc1NC(=O)COc1ccc(Br)cc1	-2	-5
Cc1ccc([N+](=O)[O-])cc1N1C(=O)Nc2ccccc2N1O	-5	-5
O=C(O)C1CSC(c2ccc([N+](=O)[O-])s2)N1 (centres undefined)	-2	56*
Cc1ccc(C(=O)N2CCC(COc3ccc(C(=O)N4CCOCC4)cc3)CC2)cc1C	-5	22
O=C(c1ccsc1)N1CCCC(c2nncn2-c2ccccc2)C1 (centres undefined)	0	-4
Cn1cc(CCCC(=O)NCc2ccccc2)c2ccccc21	-14	7
O=C1NC(Cc2ccccc2)C(=O)N2CCCC12 (centres undefined)	-14	.
CCN(CC)CN1C(=O)C(=Nc2cccc(C(F)(F)F)c2)c2ccccc21	-12	-1
O=C(O)C1=CC(=C(c2ccc(O)c(C(=O)O)c2)c2ccc(O)c(C(=O)O)c2)C=CC1=O	92*	.
Cc1cc(-n2cc(C(=O)N3CCC(NC(=O)c4ccccc4Cl)CC3)nn2)ccc1F	0	-6
COc1ccc(C2C(C(C)=O)=C(O)C(=O)N2c2nccs2)c(OC)c1 (centres undefined)	-9	0
O=C(NC=Cc1ccsc1)Sc1cc(C(F)(F)F)cc(C(F)(F)F)c1	4	.
Cc1onc(-c2ccccc2)c1C(=O)N(C)C	-2	-3
CNC(=O)C1CN(S(=O)(=O)c2ccc(F)cc2)CC12CCCC2 (centres undefined)	-5	-10
CC(C)Cn1c(=O)c(N2CCN(S(=O)(=O)c3ccccc3)CC2)nc2ccncc21	4	17
SMILES	Pf apPOL inh	mHTT-CaM PPI inh
Cc1ccc(NC(=O)c2oc3ccc(S(=O)(=O)N4CCCC4)cc3c2C)cc1C	-9	3
C(=NCc1ccccc1)c1ccc2c(c1)OCO2	-10	.
Nc1nonc1-c1nc2ccccc2n1CCCc1nn[nH]n1	-1	4
O=C(c1cccc(F)c1)N1CCC2(CC1)NC(=O)N(Cc1ccc(F)cc1)C2=O	-5	6
Cc1nc(C(=O)NCC(=O)c2ccccc2)c(C(F)(F)F)o1	-5	.
COCCNC(=O)C(C)C1CCN(S(=O)(=O)c2ccc(Br)s2)CC1 (centres undefined)	-3	1
COc1ccc(C2=NOC(C(=O)NCc3ccccc3)C2)cc1OC (centres undefined)	-4	-5
Cc1ccc(CNC(=O)Cn2c(=O)n(-c3ccccc3)c(=O)c3sccc32)cc1	2	0
CCc1nnc(SCC(=O)Nc2cc(OC)ccc2OC)nc1CC	2	3
Cc1ccc(OCC(=O)Nc2ccc(F)cc2F)cc1C	-6	-14
NC(=O)CSCCn1ccc2c1CCCC2	.	8
COc1ccccc1N1CCN(C(=O)COc2ccc(Br)cc2C)CC1	-4	23
Cc1cc(N2C(=O)C3C4CC(C(Br)C4Br)C3C2=O)no1 (centres undefined)	8	0
CC(C)=CC(=O)Nc1ccc(Oc2cc(C(F)(F)F)ccc2Cl)cc1F	0	.
Cc1cc(C)c2c(N3CCCC3)nc(C(=O)N(C)C)nc2n1	-4	-3
CCS(=O)(=O)c1ccc(O)c(NC(=O)c2ccccc2C(=O)O)c1	5	.
O=C(NCc1c(O)c(Cl)cc(Cl)c1Cl)c1ccccc1	-10	24
CCCCN1CCN(C(=O)C2CCCN(c3ncccc3-c3noc(CC)n3)C2)CC1 (centres undefined)	-5	31
Oc1ccccc1N=CC=Nc1ccccc1O	0	.
COc1ccc(/C=C2\N=C(c3cc(OC)c(OC)c(OC)c3)OC2=O)cc1	-1	7
CCCNc1cc(N2CCC(CCC(=O)NCc3ccc(OC)cc3)CC2)ncn1	-5	0
CC(=NN=C(C)c1ccccc1)c1ccccc1	17&-2	.
O=C(NCC1(c2ccccc2)CCOCC1)C1COc2ccccc2O1 (centres undefined)	-6	3
CCOc1ccc(-n2nc(C(=O)Nc3c(F)cccc3F)c3ccccc3c2=O)cc1	-5	8
CCCCSc1nnc2c(n1)OC(c1cccn1C)N(C(C)=O)c1ccccc1-2 (centres undefined)	-5	42
SMILES	Pf apPOL inh	mHTT-CaM PPI inh
COC(=O)C1=C(N)Oc2c(oc(CO)cc2=O)C1c1cccnc1 (centres undefined)	-3	-1
C#CC(C)(CC)OCC(O)CN1CCCCCC1 (centres undefined)	-1	-4
CCN1CCn2cc(C(=O)NCc3cc(C)ccc3C)nc2C1	-7	5
Cn1c2c(c(=O)[nH]c1=O)C(c1ccc(OCc3ccccc3)cc1)C1=C(N2)c2ccccc2C1=O (centres undefined)	-94	86*
O=C(Nc1c2c(nn1-c1ccc([N+](=O)[O-])cc1)CSC2)c1ccc(Br)o1	-6	35
CN(CC(=O)Nc1ccc(F)cc1F)S(=O)(=O)c1ccc2[nH]c3c(c2c1)CCCC3	-4	39
O=C(Cn1c(=O)n(-c2ccccc2)c2ncccc21)NC1CCCC1	2	-2
COc1cccc(-c2nnc(NC(=O)c3ccc(S(=O)(=O)N4CC(C)CC(C)C4)cc3)o2)c1 (centres undefined)	-3	40
COc1ccc(C(=O)Nc2cc3cccc([N+](=O)[O-])c3oc2=O)cc1OC	-3	0
COc1ccc(OC)c(C=C2Oc3cc(OC(=O)c4ccco4)ccc3C2=O)c1	-14	15
O=C(NCCn1cc(SCc2ccc(F)cc2)c2ccccc21)c1cccs1	-3	19
O=C(Nc1ccccc1)C1CCN(c2cnc(N3CCCCC3)nc2)CC1	-1	5
O=C(Nc1ccc(F)c(Cl)c1)c1cccnc1Sc1cccs1	-2&-2	.
CCNC(=O)N(CC)CC1CC(c2ccc(Cl)c(Cl)c2)=NO1 (centres undefined)	-11	21
O=C(C1CCCCC1)N1CCC(n2c(C3CCCC3)nc3cccnc32)C1 (centres undefined)	-1	1
Cc1cc(Br)ccc1N1CCC(C(=O)NCC2CC2)C1=O (centres undefined)	-2	-1
Cc1ccc2c(c1)/C(=N/O)CC(O)(C(F)(F)F)O2 (centres undefined)	-10	i
COc1cc(NC(=O)COc2cccc(OC)c2)cc(OC)c1	-2	-5
Cc1cccc(-c2oncc2CN2CCC(C(N)=O)CC2)c1	-3	21
N#CCSc1nc2ccccc2c(=O)n1CCn1c(SCC#N)nc2ccccc2c1=O	-6	2
COc1ccc(N2CC(CNS(=O)(=O)c3ccc(C)cc3C)OC2=O)cc1 (centres undefined)	-5	-13
CC1=C(C(=O)Nc2cccnc2)C(c2ccc(Cl)cc2)n2ncnc2N1 (centres undefined)	-2	4
Cc1noc(C2(NC(=O)c3ccccn3)CCCCC2)n1	-1	-12
COc1ccc(Nc2ncc3c(n2)CCN(Cc2ccc(F)c(F)c2)C3)cc1	-7	9
Cc1ccc(C(=O)NC2CC3CCC2(C)C3(C)C)cc1 (centres undefined)	-3	-7
SMILES	Pf apPOL inh	mHTT-CaM PPI inh
Cc1ccc2nc(/C(C#N)=C/c3ccccc3OC(C)C)[nH]c2c1	1	-3
COc1cccc(C2=NOC(C(=O)Nc3cc(C)on3)C2)c1OC (centres undefined)	0	-2
COc1cc(OC)cc(C(=O)N2CCCC3(C2)Nc2ccccc2NC3=NC2CCCC2)c1 (centres undefined)	-7	30
CCN(CC)C(=O)CN(c1cc(C)ccc1C)S(=O)(=O)c1ccccc1	-4	4
O=C(C1CCCN(c2ncnc3c2nc2n3CCCCC2)C1)N1CCCc2ccccc21 (centres undefined)	2	23
O=C(Cn1cnc2sc3c(c2c1=O)CCCC3)NCc1ccco1	-3	10
COc1ccc(CCC(=O)NCCc2ccc(OC)c(OC)c2)cc1	5	0
COc1ccc(C(=O)N(C)CC2(C)CCOCC2)cc1OC	-2	-2
Cc1oc(C2CCN(C(=O)c3c(F)cccc3Cl)CC2)nc1C(=O)N1CCCC1	-4	0
COCCNC(=O)C1CC(c2cccc(OC)c2)=NO1 (centres undefined)	2	-11
COc1ccc(CCNc2nc(C)nc3sc(C)cc23)cc1OC	-8	0
CC1(C)OC(=O)C(=Cc2ccc(-c3ccc(Cl)c(C(=O)O)c3)o2)C(=O)O1	-2	10
CC12CCC(c3nnc(SCC(=O)Nc4ccccc4Cl)nc31)C2(C)C (centres undefined)	1	-2
COc1cc2c(cc1CN1CCN(C(=O)c3cc(OC)c(OC)c(OC)c3)CC1)OCO2	6	5
CN1CCN(C(=O)/C(=C/c2cccs2)NC(=O)c2cccs2)CC1	6	3
CC(C)NC(=O)c1cc2cc3ccc(Cl)cc3nc2o1	-3	4
COCCC1CCN(C(=O)c2ccc(F)c(F)c2)CC1	-2	4
COc1ccccc1C(=O)N1CCC(c2cnn(-c3ccc(F)cc3)c2)CC1	0	17
CN(C)CCNC(=O)Cc1cccs1	1	-6
Nc1ccc(-c2nc3c(Br)cc(N)cc3[nH]2)cc1	0	26
